MgcRacGAP inhibition – MgcRacGAP GTPase-activating activity inhibitors, confirmation, biochemical, ADP Hunter fluorescence. MgcRacGAP-stimulated Rac1 GTP hydrolysis, ADP Hunter fluorescence; higher % means a stronger effect; GST-tagged Rac1 F28L mutant substrate. one-dose inhibition, % at 30 µM; IC50 in µM for titrated hits. 0.6% of 340,000 active. AID 624330;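 active = first-screen hits whose inhibition reached a set limit at any dose in the follow-up dose series; inconclusive = inhibition above the set first-screen limit but never retested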;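 also: fluorescence reports GDP produced by GAP-driven GTP hydrolysis; strong numbers were not always called active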
KOR beta-arrestin-1 – kappa opioid receptor blockers – cell-based, luminescence, uHTS (AID 1778); one-dose inhibition, % at 10 µM; IC50 in µM for titrated hits; KOR beta-arrestin recruitment, luminescence, antagonist mode; higher % means a stronger effect; 0.091% of 290,000 active; in the data active = inhibition above about 50%; also: strong numbers were not always called active
NOD1 NF-kB reporter – NOD1 signaling inhibitors, primary screen, cell-based, luminescence, uHTS (AID 1578) | NOD1-driven NF-kB luciferase reporter cells, luminescence; higher % means a stronger effect | inhibition, % at 4 µM; hits with a dose series show EC50 in µM | 1% of 290,000 active; in the data active = inhibition mostly above about 36%, no sharp cut-off; inactive = mostly below about 34%;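 also: HEK-293T reporter cells stimulated with the NOD1 agonist gamma-tri-DAP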
GPR55 LPI antagonism – GPR55 antagonists blocking LPI-driven arrestin recruitment, primary screen, imaging, U2OS, beta-arrestin-GFP, LPI agonist (AID 2013); U2OS GPR55 beta-arrestin-GFP translocation imaging, LPI antagonism; higher % means a stronger effect; inhibition, % at 10 µM, or IC50 in µM where a hit was titrated; 0.13% of 290,000 active;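 active = spots per cell inhibited over 60%, with over 100 cells counted and total cytoplasm intensity under 500,000; inconclusive = wells with under 100 cells, flagged as likely toxic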;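 also: U2OS cells stably carrying GPR55 and arrestin-GFP stimulated by 5 µM LPI near EC80; imaged beta-arrestin-GFP aggregate spots per cell after agonist stimulation; plate controls were LPI-stimulated DMSO wells for no effect and DMSO wells without LPI for full effect; some results filed as inactive read as strong as hits; confirmed hits need IC50 under 10 µM and bright autofluorescent wells are also inconclusive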
GPR55 beta-arrestin – selective activators of receptor GPR55 – imaging, U2OS cells, beta-arrestin-GFP redistribution, primary screen (AID 1961); 0.048% of 290,000 active; activation, % at 10 µM, or EC50 in µM where a hit was titrated; U2OS GPR55 beta-arrestin-GFP redistribution imaging; higher % means a stronger effect;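 active = activation above 40% with more than 50 cells counted in the well; inconclusive = wells holding fewer than 50 cells, flagged as toxic or sparse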;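 also: U2OS osteosarcoma cells stably expressing GPR55 and beta-arrestin-GFP; plate controls were DMSO negative control for no effect and LPI positive control for full effect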
UTI89 phage lysis – protection from phage-mediated lysis, alamar blue read-out – E. coli UTI89, K1F phage, bacterial capsule biogenesis inhibitors (AID 488966); E. coli UTI89 K1F phage lysis, alamar blue, 2 h; higher % means a stronger effect; inhibition, % at 100 µM, or IC50 in µM where a hit was titrated; 0.02% of 340,000 active;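 active = phage lysis inhibition, versus mean bacterial control, above a set limit; inconclusive = no clear call, values can overlap the other calls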;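 also: capsule biogenesis inhibitors block K1F phage lysis so surviving cells raise fluorescence; higher fluorescence means more inhibition of phage lysis; actives were called in the ten point dose series up to 300 µM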
GPR35 arrestin U2OS – inhibition of zaprinast-stimulated GPR35 beta-arrestin translocation – imaging, U2OS, beta-arrestin-GFP, zaprinast agonist, primary screen (AID 2058); U2OS GPR35 beta-arrestin-GFP translocation imaging, zaprinast antagonism; higher % means a stronger effect; one-dose inhibition, % at 10 µM; IC50 in µM for titrated hits; 0.052% of 290,000 active;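 active = inhibition of at least 50% with at least 30 cells and total cytoplasm GFP at most 10,000,000; inconclusive = under 30 cells or total GFP of 10,000,000 plus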
NTR1 ag – NTR1-driven beta-arrestin-GFP spot formation – imaging, U2OS cells, high content, primary screen (AID 493036); 0.17% of 330,000 active; P30989; activation, % at 20 µM; agonist mode;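 active = activation at or above 40% of the spot to cytoplasm intensity ratio, with at least 20 cells analyzed; inconclusive = wells under 20 cells, flagged as cytotoxic or low count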;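 also: 0% = DMSO without peptide and 100% = 100 nM NTR1 peptide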
Target sequence (P30989 whole entry, looked up): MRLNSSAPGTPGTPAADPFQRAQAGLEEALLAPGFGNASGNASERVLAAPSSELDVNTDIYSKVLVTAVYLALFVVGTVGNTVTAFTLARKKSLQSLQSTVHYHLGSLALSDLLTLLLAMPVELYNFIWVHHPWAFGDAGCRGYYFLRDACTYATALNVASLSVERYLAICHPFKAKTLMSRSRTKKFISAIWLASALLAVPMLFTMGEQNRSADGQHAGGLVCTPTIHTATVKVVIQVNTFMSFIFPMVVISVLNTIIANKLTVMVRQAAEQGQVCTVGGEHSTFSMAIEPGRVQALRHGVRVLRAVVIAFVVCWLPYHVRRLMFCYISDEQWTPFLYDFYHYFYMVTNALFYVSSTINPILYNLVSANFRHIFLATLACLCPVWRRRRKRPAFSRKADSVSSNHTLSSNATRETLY
KOR beta-arrestin-2 – KOR agonists, beta-arrestin recruitment, primary screen, cell-based, luminescence, uHTS (AID 1777) | KOR beta-arrestin recruitment, luminescence; higher % means a stronger effect | activation, % at 10 µM, or EC50 in µM where a hit was titrated | 0.02% of 280,000 active; in the data active = activation above about 50%, passing the limit was not always enough; also: a part of the inactive calls stands beside numbers as strong as those of hits
NTR1 ag cell count 20 µM – further read-out of NTR1 ag, marked with its call; cell count; measured here: cell count, cytotoxicity flag
Numbers without * were called inactive; ? = inconclusive; nt = not tested or not shown; [ ] = remark or other dose. This is a subset; count on the stated rates, not on these rows.

SMILES	MgcRacGAP inhibition	KOR beta-arrestin-1	NOD1 NF-kB reporter	GPR55 LPI antagonism	GPR55 beta-arrestin	UTI89 phage lysis	GPR35 arrestin U2OS	NTR1 ag	NTR1 ag cell count 20 µM	KOR beta-arrestin-2
CS(=O)(=O)NCCn1ccc2ccccc21	11%	-7%	-32%	-9%	0.6%	-0.1%	-21%	-1.0	86	-0.9%
Cc1ccc(NS(=O)(=O)c2ccc(/C=C/C(=O)O)cc2)cc1Cl	8%	-3%	-20%	6%	-0.3%	0.1%	-9%	1.2	64	-1.3%
CC1CCN(C(=S)Nc2ccc(F)cc2)CC1	3%	nt	-16%	-1%	0.1%	1.9%	3%	-0.9	65	2.0%
CN(C)C(=O)CC12CC3CC(C1)CC(CC(=O)N(C)C)(C3)C2	3%	14%[20 µM]	-40%	2%	0.2%	1.5%	20%	1.2	65	-3.8%
C(=N\n1cnnc1)/C1CCCCC1	7%	-5%	-17%	-3%	0.1%	1.1%	8%	0.0	47	0.9%
CCOC(=O)C(C)c1c(C(=O)c2ccc(C)nc2)c2ccccc2n1C (stereo not drawn)	nt	-6%	-13%	15%	0.8%	nt	5%	-0.3	91	-0.8%
CCN1CC(CNCc2cn(-c3ccc(OC)cc3)nc2-c2ccccc2Cl)CC1=O (stereo not drawn)	2%	-8%	-28%	-3%	0.5%	0.3%	9%	-1.1	42	-0.4%
CCc1nnc(NC(=O)CSc2nnc3c(C)cc4c(C)ccc(C)c4n23)s1	-1%	-1%	-14%	-12%	0.2%	1.4%	-4%	-0.1	42	-1.1%
CCn1c(SCC(=O)c2ccccc2)nc2ccccc2c1=O	10%	-57%[20 µM]	-43%	-4%	0.2%	0.1%	5%	0.4	87	-3.7%
CC(=O)NC(=S)Nc1ccc(NC(=O)c2cccnc2Cl)cc1	14%	12%	4%	-1%	0.5%	1.9%	-3%	2.1	40	2.6%
O=C/C(=C\Nc1ccc(C(=O)N2CCOCC2)cc1)c1nc2ccccc2o1	0%	-26%	10%	7%	0.1%	0.6%	-12%	0.5	50	8.2%
CN(CC(=O)Nc1nc2ccccc2s1)S(=O)(=O)c1ccc(Br)cc1	-7%	-16%	16%	-11%	0.0%	-0.7%	-9%	8.4	51	-4.7%
COc1ccc(Nc2ncnc3sc(C)cc23)cc1	7%	-43%	-13%	-2%	-0.1%	-0.2%	-6%	-0.9	63	-1.0%
O=C(CNS(=O)(=O)c1ccccc1)NCc1cccnc1	-1%	-28%	2%	-5%	0.5%	0.3%	12%	-0.7	80	7.1%
O=C(CCc1nc2ccccc2s1)OCC(=O)c1ccc[nH]1	6%	-25%	-26%	6%	-0.1%	0.0%	-11%	2.7	57	-9.0%
CC(=O)N/C(=C\c1ccc(F)cc1)C(=O)OC(C)C	6%	10%	-8%	-1%	0.3%	2.0%[50 µM]	-2%	1.4	58	-1.8%
Cc1cnn(-c2nc(-c3ccccc3)cc(-c3ccccc3)n2)c1	5%	-10%	-10%	-8%	0.5%	3.4%	-9%	15	93	-3.7%
O=C1N=C(N2CCCCC2)S/C1=C\c1ccccc1F	-1%	23%	-10%	0%	0.0%	-0.9%	-5%	-0.6	64	0.8%
COc1ccc(NC(=O)C(=O)NNC(=O)COc2ccc(OC)cc2)cc1	-4%	-6%	0%	5%	0.2%	-0.2%	12%	-0.5	61	-7.7%
CCN(CC)/C(Sc1ccccc1)=C(\C(Cl)=C(Cl)Cl)[N+](=O)[O-]	7%	28%	-19%	22%	0.1%	0.2%	2%	1.8	79	-2.4%
CCCCOC(=O)C1=C(C)NC(=O)NC1c1ccc(N(C)C)cc1 (stereo not drawn)	13%	-19%	-2%	-7%	0.4%	0.4%	0%	-1.0	50	-4.6%
COC(=O)NNC(=O)c1ccccc1OC	6%	-27%[20 µM]	-8%	1%	0.3%	0.1%	0%	0.2	57	-1.8%
COCCN(C(=O)COC(=O)COc1ccc(Cl)c(C)c1)c1c(N)n(Cc2ccccc2)c(=O)[nH]c1=O	6%	-2%	-34%	12%	0.0%	-0.2%	-10%	-0.1	61	1.8%
O=c1c2ccccc2nc(-c2ccco2)n1-c1nc2ccccc2s1	6%	12%	-23%	11%	-0.1%	0.3%	1%	2.4	77	-4.3%
CCC(Cc1ccccc1)NC(=O)c1cc(S(=O)(=O)N2CCCCC2)c[nH]1 (stereo not drawn)	9%	-20%[20 µM]	-8%	0%	0.3%	-1.3%	-6%	4.3	60	-3.5%
O=C(OCc1ccc(Cl)cc1)c1cnccn1	8%	-29%	4%	-4%	-0.1%	-1.1%	-11%	-2.0	51	3.8%
Cc1c(C(=O)O)oc2c(F)cccc12	nt	-14%	-29%	5%	-0.2%	nt	7%	0.0	56	3.3%
c1ccc2c(c1)OCCOCCOCCO2	7%	-9%	-39%	8%	-0.1%	0.7%	-13%	1.2	54	0.1%
O=S(=O)(NCc1csc(-c2cccnc2)n1)c1ccc2c(c1)OCCO2	10%	7%	1%	6%	0.0%	-0.3%	-12%	-1.9	33	-1.7%
CCN(CC)c1ccc(/C=N/NC(=O)Cc2nnc(NC(=O)Nc3ccccc3)s2)cc1	12%	8%	-35%	19%	-0.4%	0.0%	4%	1.6	81	-2.2%
O=C(OCc1nnc(-c2ccc(Cl)cc2)o1)C12CC3CC(CC(O)(C3)C1)C2	0%	-3%	-24%	1%	-0.4%	0.1%	-6%	0.9	33	-9.3%
Cc1ccc2c(C)c(C(=O)NCCN3CCCC(O)C3)oc2c1C (stereo not drawn)	-4%	-32%	-8%	18%	-0.2%	0.1%	-20%	0.0	52	4.7%
Cc1c(NC(=O)CN2CCN(c3ccc(O)cc3)CC2)c(=O)n(-c2ccccc2)n1C	?	32%	-27%	5%	1.1%	0.5%	6%	-0.7	26	-4.4%
CC(=O)c1cc2c(cc1NC(=O)CCCC(=O)O)OCO2	11%	25%	-9%	7%	-0.1%	0.0%	3%	0.5	39	-1.5%
CCn1c(COc2ccccc2)nnc1SCC(=O)Nc1ccc2c(c1)OCCO2	10%	-10%	-10%	2%	-0.1%	0.0%	-6%	0.4	36	-3.2%
Cc1ccc(C)c(NC(=S)NCc2ccc3[nH]c4c(c3c2)CCCC4)c1	3%	-14%	-19%	22%	0.5%	11%	-14%	3.5	74	-0.5%
CCN(Cc1ccccc1)C(=O)COC(=O)c1n[nH]c2ccccc12	15%	-6%	-43%	0%	0.2%	0.0%	-4%	0.6	49	-1.4%
CC(=O)Oc1c(C)c(OC(C)=O)c2c(c1C(C)=O)OC1CC(=O)C(C(C)=O)=C(O)C21C (stereo not drawn)	1%	-2%	-1%	5%	0.3%	0.3%	-8%	1.6	83	3.1%
Cc1ccnc(NC(=O)Cn2c(=O)oc3ccccc32)c1	6%	19%	-1%	4%	-0.1%	1.0%[50 µM]	-20%	-0.1	67	-2.6%
Cc1ccccc1NC(=S)N(Cc1cccs1)C1CCCCC1	-10%	22%	1%	9%	0.6%	0.4%	-1%	-1.2	60	-6.5%
CCOCCOC(=O)C(C)Sc1n[nH]c(=O)[nH]c1=O (stereo not drawn)	13%	1%	-28%	24%	0.0%	0.9%	2%	0.3	42	-2.8%
O=C(CN(Cc1ccc(F)cc1)C(=O)c1ccco1)NCc1ccc(F)cc1	4%	11%	-11%	8%	-0.2%	2.1%	-10%	-0.6	61	-0.2%
CCC(=O)NNC(=O)CCC(=O)Nc1ccc(C)cc1C	2%	-50%	-21%	1%	0.1%	-0.8%	5%	-0.4	39	2.5%
COc1ccc(/C=C/C(=O)C2(O)CCCCC2)cc1	9%	0%	-1%	0%	0.3%	1.2%	6%	0.0	48	1.9%
COCCC(=O)N1CCCC(CCC(=O)NCc2ccc(F)c(F)c2)C1 (stereo not drawn)	4%	-9%[20 µM]	-29%	11%	-0.1%	0.1%	-6%	0.1	47	nt
O=C(CSc1nc2ccccc2s1)N1CCOCC1	6%	-3%	-24%	6%	0.2%	4.6%	12%	0.4	50	0.4%
C/C(=N/NC(=O)c1cccs1)c1ccco1	1%	9%	7%	-7%	0.1%	5.1%	10%	-1.5	71	-1.4%
Cc1cccc(C2=NN(c3ccc(Br)cc3)[C@@H](C(=O)N3CCOC3=O)[C@@H]2c2ccc(F)cc2)c1	-3%	-3%	-5%	4%	0.5%	0.3%	3%	3.7	88	1.7%
CCCCc1nnc(NC(=O)CN2C(=O)NC3(CCCCC3)C2=O)s1	3%	3%	-46%	6%	-0.1%	-0.2%	4%	0.0	67	3.7%
CCCCCC(=O)NN=C1CCN(Cc2ccccc2)CC1	5%	-28%	-19%	13%	0.3%	0.7%[50 µM]	-17%	1.9	53	1.9%

New compounds follow:
SMILES	MgcRacGAP inhibition	KOR beta-arrestin-1	NOD1 NF-kB reporter	GPR55 LPI antagonism	GPR55 beta-arrestin	UTI89 phage lysis	GPR35 arrestin U2OS	NTR1 ag	NTR1 ag cell count 20 µM	KOR beta-arrestin-2
Cc1cc(C)c(C#N)c(Oc2ccc(F)cc2)n1	-6%	10%	23%	-6%	0.0%	-0.4%	-7%	0.1	41	-2.4%
CC1C(c2ccccc2)=[N+]([O-])C2(CCCC2)N1O (stereo not drawn)	5%	30%	10%	6%	-0.1%	0.2%	4%	-0.3	94	-6.0%
O=C(/C=C/c1ccc2c(c1)OCO2)Nc1ccc(Cl)cn1	8%	-12%	-74%	8%	-0.2%	2.1%	2%	0.6	96	-4.8%
O=C1CC(NCc2ccccc2)C(=O)N1c1ccc(F)cc1 (stereo not drawn)	nt	-24%[20 µM]	-20%	0%	-0.1%	nt	14%	-0.6	97	-3.5%
O=C(CSc1nnc(CNC(=O)c2c(F)cccc2Cl)o1)NCc1ccc(F)cc1	-16%	-16%	-3%	4%	0.0%	-0.4%	16%	-1.5	56	3.5%
Cc1ccc(S(=O)(=O)N2CCCCC2C(=O)O)s1 (stereo not drawn)	-3%	-3%	-21%	12%	0.6%	-1.6%	15%	0.1	39	-1.7%
CC1CCc2nc3ccc(S(=O)(=O)N4CCC(C(=O)NCc5ccccc5Cl)CC4)cc3c(C(=O)O)c2C1 (stereo not drawn)	6%	-17%	3%	3%	-0.2%	0.3%	4%	1.5	64	0.1%
COc1ccc(OC)c(NC(=O)Nc2nnc(N3CCCCC3C)s2)c1 (stereo not drawn)	2%	-3%	7%	14%	-0.1%	3.7%	-16%	4.3	63	4.2%
